Screening data deposited in PubChem BioAssay by several laboratories.
AddAB inh – less growth of phage-infected E. coli with AddAB; E. coli expressing H. pylori AddAB, absorbance growth; inhibition, % at 11.9 µM; 330,000 compounds, 0.29% hits; in the data active = inhibition above about 12%;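 also: 0% = vehicle wells of infected cells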
Wnt act – activates Wnt/beta-catenin signaling in a reporter cell assay | activator, plate reader | activation, % at 9.35 µM | 300,000 compounds, 1.2% hits | AID 743398; in the data active = activation above about 30%, passing the limit was not always enough;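 also: 0% = neutral control wells and 100% = positive control wells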
PfHsp90 set2 – growth inhibition of yeast expressing Plasmodium Hsp90; AID 504621; inhibition, % at 9.4 µM; S. cerevisiae expressing PfHsp90, BacTiter-Glo ATP, 48 h; yeast lacking PDR1 and PDR3 efflux regulators; 310,000 compounds, 0.32% hits;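 active = every replicate shows inhibition above about 80%, whatever the replicate mean, limit read from the data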;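 also: 0% = DMSO neutral controls and 100% = 20 µM radicicol positive controls; yeast relying on Plasmodium falciparum Hsp90 in place of its own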
PvdQ acylase – blocks Pseudomonas aeruginosa PvdQ acylase activity; purified PvdQ acylase, fluorescence plate reader; inhibition, % at 10 µM; 340,000 compounds, 0.063% hits; in the data active = inhibition above about 30%, passing the limit was not always enough;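 also: 0% = vehicle neutral wells and 100% = reference inhibitor wells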
Tat export inh – inhibitors of E. coli Tat protein transport; E. coli MC4100 TorA-mCherry Tat export, fluorescence; inhibition, % at 10 µM; 340,000 compounds, 0.036% hits; AID 488895;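 active = mean replicate inhibition at least 50% and at least half of replicates individually reaching 50%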;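 also: exported cargo escapes ClpAP degradation while cytoplasmic cargo is degraded and loses fluorescence; 0% = median of neutral control wells and 100% = median of NaSCN control wells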
Ecoli viability – counter-screen for AddAB inhibitors: E. coli growth inhibition. E. coli V3065 growth, OD600 absorbance, 18 h. inhibition, % at 11.9 µM. 330,000 compounds, 0.27% hits;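 active = inhibition above the campaign's mean inhibition across all tested compounds plus 3 SD, cut at about 9.9% in these data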;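 also: uninfected addAB+ strain grown without phage in ampicillin broth; 0% = DMSO wells and 100% = ciprofloxacin 0.95 µg/ml wells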
phage Ecoli inh – E. coli growth loss with phage present. growth absorbance. inhibition, % at 11.9 µM. 360,000 compounds, 0.26% hits. AID 651602; in the data active = inhibition above about 11%
CAL PDZ inh – inhibitors of human CAL PDZ peptide binding. purified CAL PDZ, TMR-peptide fluorescence polarization, 1 h. inhibition, % at 20 µM. 330,000 compounds, 0.02% hits;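 active = highest replicate inhibition of at least 40%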;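 also: plate controls were DMSO neutral control wells for no effect and unlabeled competitor peptide control wells for full effect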
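Material – purified CerCALP PDZ construct · Detection – FP readout, S and P plane fluorescence · Measure – percent inhibition from loss of millipolarization · Controls – unlabelled peptide for full inhibition, DMSO wells as neutral · Probe or stimulus – TMR-labelled reporter peptide T*-PRC34 bound in PDZ groove · Times – 1 h at RT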
DAGLB inh – diacylglycerol lipase beta (human) inhibition; Q8NCG7; HEK293T DAGLB membrane lysate, EnzChek fluorogenic substrate; inhibition, % at 5.17 µM; 340,000 compounds, 0.059% hits; in the data active = inhibition above about 34%;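 also: 0% = enzyme with vehicle and 100% = wells lacking enzyme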
Target sequence (Q8NCG7 whole entry, looked up): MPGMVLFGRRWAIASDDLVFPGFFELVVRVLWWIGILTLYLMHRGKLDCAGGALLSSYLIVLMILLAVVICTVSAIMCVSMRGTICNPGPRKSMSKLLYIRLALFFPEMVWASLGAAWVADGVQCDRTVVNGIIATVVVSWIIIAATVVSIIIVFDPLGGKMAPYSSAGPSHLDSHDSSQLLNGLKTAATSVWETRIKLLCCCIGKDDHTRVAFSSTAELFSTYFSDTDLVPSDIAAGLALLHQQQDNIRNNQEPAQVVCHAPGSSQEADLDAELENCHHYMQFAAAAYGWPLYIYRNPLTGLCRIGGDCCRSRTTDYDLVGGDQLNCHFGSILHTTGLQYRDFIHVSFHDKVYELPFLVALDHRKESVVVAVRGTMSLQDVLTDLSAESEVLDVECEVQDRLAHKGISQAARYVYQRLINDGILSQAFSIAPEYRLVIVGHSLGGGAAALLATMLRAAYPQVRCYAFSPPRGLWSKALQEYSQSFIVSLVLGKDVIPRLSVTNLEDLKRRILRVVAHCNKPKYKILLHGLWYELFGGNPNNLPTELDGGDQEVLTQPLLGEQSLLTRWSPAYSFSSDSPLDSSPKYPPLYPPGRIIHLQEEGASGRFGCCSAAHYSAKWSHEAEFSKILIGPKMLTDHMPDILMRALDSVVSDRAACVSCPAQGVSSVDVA
Rtt109 HAT inh – inhibitors of Candida albicans Rtt109/Vps75 histone acetyltransferase | purified Rtt109/Vps75, ThioGlo CoA-SH fluorescence, 4 h | 330,000 compounds, 0.16% hits | AID 540336 | Q5AAJ8 | inhibition, % at 34.9 µM;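 active = inhibition of at least 50% in every replicate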
Target sequence (Q5AAJ8 whole entry, looked up): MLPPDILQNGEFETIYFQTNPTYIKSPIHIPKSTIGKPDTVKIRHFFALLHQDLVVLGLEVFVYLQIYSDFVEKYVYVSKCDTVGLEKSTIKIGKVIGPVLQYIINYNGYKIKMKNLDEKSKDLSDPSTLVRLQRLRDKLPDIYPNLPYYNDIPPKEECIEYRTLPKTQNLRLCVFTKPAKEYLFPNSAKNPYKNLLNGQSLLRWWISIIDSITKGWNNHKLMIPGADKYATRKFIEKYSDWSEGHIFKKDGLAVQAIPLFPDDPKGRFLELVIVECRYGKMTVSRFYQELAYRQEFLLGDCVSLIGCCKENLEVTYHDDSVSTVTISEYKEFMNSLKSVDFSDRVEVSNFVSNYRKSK
Starred values were filed as active, the others as inactive; . = not tested or not shown.

no.	structure	AddAB inh	Wnt act	PfHsp90 set2	PvdQ acylase	Tat export inh
1	Cc1ccc(OCCC(=O)Nc2c(C)n(C)n(-c3ccccc3)c2=O)cc1	1.7	.	4.8	-14.6	1.5
2	COc1cccc(C(=O)NCC(c2cccs2)N2CCOCC2)c1 (stereo not drawn)	1.4	-4.5	11.8	-8.8	-8.0
3	COc1ccc(S(=O)(=O)NCC2CCCN(Cc3ccccc3Cl)C2)cc1 (stereo not drawn)	2.8	-3.3	-25.4	0.1	3.7
4	O=[N+]([O-])c1cc(-c2csc(NCCc3nc4cc(Cl)c(Cl)cc4n3CCCO)n2)ccc1Cl	1.7	3.2	.	7.8	0.6
5	Cc1csc2ncc(C(=O)Nc3ccccc3F)c(=O)n12	0.9	13.5	-13.2	-11.1	1.0
6	CC(=O)NCCc1nc2cc(NS(=O)(=O)c3ccc(Cl)cc3)ccc2n1C	0.7	0.8	5.1	-6.1	-1.1
7	CC(=O)NC(=S)Nc1ccc(S(=O)(=O)N2CCOCC2)cc1	2.2	-2.4	8.7	0.6	2.4
8	CCc1ccc(C(=O)NNC(=O)OC)cc1	1.9	-0.3	.	-14.4	-1.6
9	CC12C(=O)N(Cc3ccccc3)C(=O)C1C1C=CC2C1 (stereo not drawn)	3.5	-0.4	.	9.8	3.8
10	COc1cccc(NC(=O)C2CCCN2C(=O)OCc2ccccc2)c1 (stereo not drawn)	0.9	9.6	21.5	19.4	3.1
11	Cc1nc2ncnn2c(N2CCN(S(=O)(=O)c3ccc(Br)cc3)CC2)c1C	-0.2	-0.8	1.1	-11.3	-5.2
12	C=CCOC(=O)N1CCC2CC1c1cc(-c3cccc(C)c3)ccc12 (stereo not drawn)	.	-4.7	-7.6	-3.4	0.6
13	Cc1cc2nc3c(nc2cc1C)C1(C(=O)O)CCC3(C)C1(C)C (stereo not drawn)	1.9	1.0	-2.8	-12.5	-12.0
14	O=C(CCNS(=O)(=O)c1ccc(Cl)cc1)N1CCC2(O)CCCCC2C1 (stereo not drawn)	4.8	-3.1	24.2	2.0	-6.6
15	O=C(CSc1ccccc1)N1CCCC(N2CCN(c3cccc(Cl)c3)CC2)C1 (stereo not drawn)	1.7	-2.2	.	-10.0	8.5

no.	Ecoli viability	phage Ecoli inh	CAL PDZ inh	DAGLB inh	Rtt109 HAT inh
1	1.9	1.8	.	-1.1	-17.2
2	-0.3	1.6	-2.4	0.9	6.5
3	-0.4	2.5	-1.4	-2.6	-0.1
4	-1.5	1.7	0.0	5.6	1.1
5	2.3	2.4	-1.7	-2.9	-12.1
6	-2.1	1.8	0.9	0.5	-4.0
7	-0.2	3.7	-0.2	2.5	1.7
8	1.5	-0.1	-1.9	1.2	-26.3
9	2.5	1.9	-1.0	-8.1	7.2
10	0.7	-0.3	.	-1.7	-4.3
11	-2.9	1.2	-0.9	-0.7	-4.2
12	.	1.3	0.1	-11.1	-0.4
13	-1.3	0.5	0.3	-1.2	1.3
14	-4.8	1.8	-0.1	-1.3	0.2
15	3.2	-0.1	-1.4	-2.7	6.4

(next part)
no.	structure	AddAB inh	Wnt act	PfHsp90 set2	PvdQ acylase	Tat export inh
16	COc1ccc(-c2cc3c(=O)n(CC(=O)NCc4ccc(F)cc4)ncn3n2)cc1	1.0	9.7	-6.9	-9.2	8.2
17	COc1cc(OC)cc(-c2n[nH]c(=S)n2-c2cc(OC)ccc2OC)c1	3.4	.	-16.3	-14.4	1.3
18	COc1ccc(NC(=O)NCc2ccc3c(c2)OCO3)cc1	-0.7	1.4	26.7	-1.5	9.4
19	O=C(NCc1cccs1)C1CC(=O)N(c2ccc(Cl)cc2)C1 (stereo not drawn)	5.0	-0.6	-4.1	-3.4	-3.1
20	CN(C(=O)c1cccc(NC(=O)c2ccco2)c1)c1ccccc1	2.7	0.8	-13.3	-13.7	-10.8
21	COC(=O)C1=C(C)N(Cc2ccco2)C(=O)N[C@@H]1c1ccco1	-2.1	-0.3	9.9	-0.7	-0.5
22	O=C1CN(c2nc(-c3ccccc3)c3cc(Cl)ccc3n2)c2ccccc2N1	-0.2	.	5.3	-8.7	-0.7
23	CCOC(=O)c1c(NC(=O)CCC(=O)N(CC)CC)sc2c1CC(C)(C)OC2	1.3	-3.0	1.5	-8.8	-4.0
24	C=CCOC(=O)C1=C[C@H](c2ccc(C(F)(F)F)cc2)[C@@H](CCCO)[C@H](OCC)O1	1.1	-2.1	11.3	0.2	20.3
25	COc1ccc(Br)cc1CN(C)C(C)C(=O)Nc1cccc(C(C)=O)c1 (stereo not drawn)	1.1	-4.5	28.1	3.1	-9.1
26	CN(C)CCCN(C(=O)c1ccc(S(=O)(=O)N2CCCCC2)cc1)c1nc2cc3c(cc2s1)OCO3	0.3	-2.5	3.0	10.2	-8.8
27	N#C/C(=C/c1ccc(N2CCCCC2)cc1)c1cccc(F)c1	4.6	33.4*	-3.1	-5.9	7.1
28	COC(=O)c1ccccc1NC(=O)CSc1nnnn1CC(=O)O	4.6	-0.8	-6.2	-6.9	4.5
29	O=C(Nc1ccc(F)cc1)c1nsc(Cl)c1Cl	2.8	.	4.7	2.5	-2.5
30	Cc1cc(C)c(NC(=O)CN(c2ccccc2)S(=O)(=O)N(C)C)c(C)c1	0.3	.	-2.1	5.9	-12.1

no.	Ecoli viability	phage Ecoli inh	CAL PDZ inh	DAGLB inh	Rtt109 HAT inh
16	5.0	1.3	-1.0	0.6	-4.7
17	-1.6	4.3	-3.4	0.4	3.6
18	0.6	3.3	-2.2	2.1	-5.9
19	3.3	2.3	-0.9	1.7	-2.8
20	0.8	-0.8	-2.0	-1.3	2.3
21	-3.3	1.0	0.3	-3.8	1.6
22	-2.9	1.6	-0.4	2.2	-16.8
23	0.0	2.4	-2.8	-1.4	-4.3
24	0.2	3.1	-2.0	-4.8	25.6
25	-1.6	0.8	-1.9	-12.7	52.7*
26	-0.8	2.5	-0.3	1.9	24.5
27	-2.3	3.3	-0.3	-6.2	-1.9
28	0.8	1.4	-2.1	0.0	-6.1
29	-3.2	2.5	-1.1	-4.9	-0.8
30	-1.6	2.4	-0.7	0.6	-12.5

(further entries)
no.	structure	AddAB inh	Wnt act	PfHsp90 set2	PvdQ acylase	Tat export inh
31	O=[N+]([O-])c1cc(Cl)ccc1-c1nc(-c2ccccc2)no1	1.4	51.1*	-26.0	-10.3	7.8
32	COc1cc(NC(=O)c2cccnc2)c(Cl)cc1NC(=O)c1ccccc1	-2.7	0.2	-0.4	-4.2	-9.1
33	O=C1/C(=C/c2ccncc2)SC(=S)N1N1CCOCC1	-1.1	2.7	-1.3	3.9	7.5
34	CC(=O)c1c(O)c2cccc3c2n(c1=O)CCC3	-0.8	-0.3	-2.0	-5.0	4.4
35	O=C(Oc1ccc2c(c1)OCO2)c1cccs1	-0.2	-1.6	9.0	-3.1	0.6
36	Cc1ccc(CNC(=O)C2CCC(=O)N(C3CC3)C2)cc1 (stereo not drawn)	-0.6	-1.0	-2.8	-0.3	-5.0
37	COc1ccc(C(=O)N(Cc2ccco2)Cc2cc3cc(C)ccc3[nH]c2=O)cc1OC	1.2	.	-4.9	-12.1	1.0
38	Cc1ccc(C)c(S(=O)(=O)N2CCN(C(=O)Cn3[nH]c(=O)c4ccccc4c3=O)CC2)c1	0.4	-7.2	.	-13.3	-0.1
39	COc1ccc(NC(=O)NN(C(=O)c2ccccc2)C(C)(C)C)cc1	4.3	-1.6	7.0	-13.5	-6.6
40	CCOC(=O)c1ccc(N2C(=O)CC(NNC(=O)c3ccc(Br)s3)C2=O)cc1 (stereo not drawn)	2.9	-2.2	.	.	.
41	COc1ccc(CNC(=O)c2ccc(-c3ccccc3)cc2)cc1	1.0	.	-7.8	-4.0	-5.7
42	Cc1cc(C)cc(C(=O)Nc2cccnc2Cl)c1	1.2	0.4	5.0	-22.1	6.1
43	C[C@H](NCc1c[nH]c2ccccc12)c1ccccc1	3.6	0.0	11.5	-9.6	-4.5
44	COc1ccc(C)cc1S(=O)(=O)n1cnc2ccccc21	1.7	3.6	-11.8	-14.0	6.5
45	FC(F)(F)c1cccc(Cc2noc(CN3CCCC3)n2)c1	0.9	-8.2	16.8	-13.7	-3.1

no.	Ecoli viability	phage Ecoli inh	CAL PDZ inh	DAGLB inh	Rtt109 HAT inh
31	-0.5	-2.8	-2.4	-10.7	5.2
32	-0.8	5.7	-2.3	2.2	-19.6
33	-0.9	-2.6	-0.9	-6.8	6.5
34	-0.1	-0.2	-1.9	-1.0	1.4
35	0.6	1.7	0.3	-7.2	-3.5
36	-0.4	1.7	-1.4	3.0	-4.6
37	0.6	2.3	-1.4	2.0	4.9
38	-2.1	0.4	-2.7	1.1	2.0
39	0.3	-0.1	-1.8	-2.4	-4.7
40	-4.3	0.0	.	.	.
41	-0.5	3.4	-0.6	-2.0	-7.4
42	-0.1	1.5	.	-1.9	-0.2
43	-2.1	4.0	-1.1	0.9	-5.5
44	-1.1	1.5	.	-0.8	-11.9
45	-2.2	3.7	0.0	-5.7	-6.8

(listing goes on)
no.	structure	AddAB inh	Wnt act	PfHsp90 set2	PvdQ acylase	Tat export inh
46	CCN(Cc1ccccc1)C(=O)c1cc(COc2c(F)cccc2F)on1	2.2	-4.1	2.1	-9.8	-1.6
47	O=C(NCc1nc2ccccc2[nH]1)C1=C[C@H](c2ccc(C(F)(F)F)cc2)C[C@H](OCc2ccc(CO)cc2)O1	2.9	-0.3	-33.3	-25.7	-3.3
48	Cc1ccccc1N(CC(=O)NCCSCc1ccco1)S(C)(=O)=O	-1.3	-2.4	.	-6.2	-8.9
49	COc1ccc(CN2CCC(C(=O)N3CCCC(C)C3)CC2)cc1OC (stereo not drawn)	3.1	-4.7	-10.6	-2.9	-2.1
50	N#Cc1ccccc1Cn1c(=O)n(C2CCCC2)c(=O)c2ccccc21	1.8	-3.9	-8.3	-12.0	-2.8
51	Cc1ccc(C)c(C(=O)NCc2ccncc2)c1	-3.2	-1.8	-14.3	-14.0	7.0
52	COc1ccccc1N(C)S(=O)(=O)c1ccc(C(=O)N(C)Cc2ccc(Cl)s2)cc1	2.0	-1.9	-1.1	1.2	1.6
53	Cc1cc(NC(=O)c2noc3c2CCCC3)n(-c2ccccc2)n1	1.5	.	.	10.3	-3.9

no.	Ecoli viability	phage Ecoli inh	CAL PDZ inh	DAGLB inh	Rtt109 HAT inh
46	2.6	0.6	0.4	-7.4	10.1
47	0.5	3.9	-0.3	1.6	3.5
48	0.1	0.6	-3.8	4.2	-11.1
49	-2.9	1.7	-1.2	2.1	9.6
50	0.4	0.9	-1.8	-1.6	-0.3
51	-2.6	2.7	0.5	-2.1	-1.7
52	1.2	1.8	-1.1	-8.2	8.2
53	3.4	2.3	-0.5	-0.6	9.9

Random excerpt: 4 compounds from above.
no.	structure	AddAB inh	Wnt act	PfHsp90 set2	PvdQ acylase	Tat export inh
50	N#Cc1ccccc1Cn1c(=O)n(C2CCCC2)c(=O)c2ccccc21	1.8	-3.9	-8.3	-12.0	-2.8
48	Cc1ccccc1N(CC(=O)NCCSCc1ccco1)S(C)(=O)=O	-1.3	-2.4	.	-6.2	-8.9
52	COc1ccccc1N(C)S(=O)(=O)c1ccc(C(=O)N(C)Cc2ccc(Cl)s2)cc1	2.0	-1.9	-1.1	1.2	1.6
49	COc1ccc(CN2CCC(C(=O)N3CCCC(C)C3)CC2)cc1OC (stereo not drawn)	3.1	-4.7	-10.6	-2.9	-2.1

no.	Ecoli viability	phage Ecoli inh	CAL PDZ inh	DAGLB inh	Rtt109 HAT inh
50	0.4	0.9	-1.8	-1.6	-0.3
48	0.1	0.6	-3.8	4.2	-11.1
52	1.2	1.8	-1.1	-8.2	8.2
49	-2.9	1.7	-1.2	2.1	9.6
